GCN5L2 inh: inhibitors of human GCN5L2 histone acetyltransferase; Potency, µM (doses to about 58.9 µM), for inactives: at the top dose activity change, negative = inhibition, usual class: inhibitors; AID 504327; Q92830; 0.21% of 390,000 active; GCN5L2 HAT assay, ThioGlo1 CoA-SH fluorescence
Target sequence (Q92830 whole entry, looked up): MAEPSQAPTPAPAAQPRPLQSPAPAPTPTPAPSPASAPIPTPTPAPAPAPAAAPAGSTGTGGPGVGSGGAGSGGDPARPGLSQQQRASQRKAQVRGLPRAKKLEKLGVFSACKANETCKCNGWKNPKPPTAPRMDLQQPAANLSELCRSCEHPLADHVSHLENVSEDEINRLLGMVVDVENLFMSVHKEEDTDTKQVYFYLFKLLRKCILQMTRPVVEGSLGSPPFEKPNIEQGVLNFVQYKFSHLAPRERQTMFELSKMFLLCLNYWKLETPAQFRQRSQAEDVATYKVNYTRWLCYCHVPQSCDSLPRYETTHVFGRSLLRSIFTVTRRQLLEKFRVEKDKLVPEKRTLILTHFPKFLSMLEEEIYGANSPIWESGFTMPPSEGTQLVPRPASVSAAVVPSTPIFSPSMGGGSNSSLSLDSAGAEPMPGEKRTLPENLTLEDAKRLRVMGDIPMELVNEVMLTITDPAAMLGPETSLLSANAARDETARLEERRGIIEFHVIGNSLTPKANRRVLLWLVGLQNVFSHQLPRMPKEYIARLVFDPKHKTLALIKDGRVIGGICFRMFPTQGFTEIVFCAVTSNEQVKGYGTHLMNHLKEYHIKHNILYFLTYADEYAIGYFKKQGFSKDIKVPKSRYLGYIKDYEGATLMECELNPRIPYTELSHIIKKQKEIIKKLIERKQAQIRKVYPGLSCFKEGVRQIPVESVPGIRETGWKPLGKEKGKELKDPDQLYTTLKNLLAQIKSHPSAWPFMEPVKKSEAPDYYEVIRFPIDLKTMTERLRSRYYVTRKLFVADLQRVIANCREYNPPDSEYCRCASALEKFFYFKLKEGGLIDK
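Titration-based screen in which CoA formation is detected via maleimide probe ThioGlo1 (50uM) turning fluorescent on thiol reaction; substrates H3(1-25) 75uM and acetyl-CoA 70uM, GCN5L2 20nM, 20 min incubation at room temperature.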
TDP1 cell CPT: growth inhibition of DT40 Tdp1-/-;hTDP1 cells with camptothecin (screen for TDP1 inhibitors); chicken DT40 Tdp1-/-;hTDP1 cells + 20 nM CPT, ATP luminescence, 48 h; Potency, µM (highest dose often 46.2 µM), for inactives: at the highest dose activity change, negative = growth inhibition, most hits filed as inhibitors; 12% of 420,000 active; AID 686979; note: nearly all actives have a fitted effect of over 55% in size
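Cell growth measured by CellTiter-Glo luminescence after a minimum 48 h, 37 C compound exposure with 20 nM CPT in Tdp1-knockout DT40 cells stably expressing hTDP1, seeded 400/well; qHTS titration format.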
TDP1 cell noCPT: qHTS for Inhibitors of human tyrosyl-DNA phosphodiesterase 1 (TDP1): qHTS in cells in absence of CPT; DT40 Tdp1-/- hTDP1 cells, no CPT, ATP luminescence, 48 h; 15% of 420,000 active; Potency, µM (highest dose often 46.2 µM), for inactives: at the top dose activity change, negative = growth inhibition, most hits filed as inhibitors; note: nearly all actives have a fitted effect of over 55% in size
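Stably hTDP1-transfected Tdp1-null chicken DT40 cells were treated with library compounds minus camptothecin and grown for at least 48 hr at 37 °C, after which cellular ATP was quantified by luminescence.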
* marks the source's active call; other numbers are inactive results; ? = inconclusive; . = not tested or not shown. Calls come from the whole dose curve; as a rule, active = well fitted curve in the direction sought with a large enough effect; inconclusive = small, poorly fitted or top-dose-only effect, or another doubt; inactive = no such curve, though single readings can be large; an effect the other way counts as inactive or inconclusive. % is set by controls: 0 for no effect and ±100 for the full control effect; potency is the fitted concentration of half-maximal effect.

SMILES | GCN5L2 inh | TDP1 cell CPT | TDP1 cell noCPT
COCCn1c(SCC(=O)NCc2ccco2)nnc1-c1c[nH]c2ccccc12 | -9% | ? | -2%
Cc1cccc(N(Cc2ccccc2)C(=O)CN2C(=O)NC3(CCCC3)C2=O)c1 | 0% | -25% | ?
COc1ccc(-c2cc(C(F)(F)F)nc(SCC(=O)N3CCC(C)CC3)n2)cc1 | -1% | ? | ?
Cc1c(Cl)cccc1NC(=O)c1cc(C2CC2)on1 | -9% | ? | ?
Cc1ccc(NCCC(=O)c2cccs2)cc1Cl | 3% | 7.3µM* | 9.2µM*
COc1ccc(C(=O)Nc2ccc(Cl)c(S(=O)(=O)Nc3ccccc3OC)c2)cc1 | -9% | ? | ?
COc1ccc2c(c1)nc(SCC(C)O)n2C (configuration not stated) | -1% | -2% | -3%
COc1ccc(CCNC(=O)c2cc([C@@H](NC(=O)OC(C)(C)C)C(C)C)sc2N)cc1OC | . | 16µM* | 18µM*
CC1(C)CC(C(=O)N2CCOc3ccc(CN4CCN(Cc5ccccn5)CC4)cc3C2)CCO1 (configuration not stated) | . | 10% | 2%
O=C(CNc1ccccc1)N/N=C/c1ccc2c(c1)OCCO2 | -19% | -13% | -16%
CC(=O)c1ccc(N2CCN(C(=O)C3CCN(S(=O)(=O)c4c(C)noc4/C=C/c4ccccc4F)CC3)CC2)cc1 | 0% | ? | 10µM*
Brc1ccc2ncc3ccccc3c2c1 | . | ? | ?
CC(=O)N1CCOc2ccc(S(=O)(=O)N3CCC(C(=O)NCc4ccc(Cl)cc4)CC3)cc21 | . | ? | ?
Cc1ccccc1-c1nc(CS(=O)(=O)CC(=O)Nc2cc(F)ccc2F)c(C)o1 | -2% | ? | 21µM*
C=CCOc1ccc(CNCc2cccnc2)cc1OCC | -18% | 17% | 2%
CN(CC(=O)Nc1ccc(Cl)c(C(F)(F)F)c1)C(=O)C1CCN(C(=O)c2ccc(Cl)cc2)CC1 | . | ? | ?
Cc1ccc(N(C)S(=O)(=O)c2ccc3[nH]cc(C(=O)O)c(=O)c3c2)cc1C | -3% | -1% | -15%
CCCN(CC(=O)Nc1cccc(S(N)(=O)=O)c1)CC(=O)Nc1ccc(F)c(F)c1F | 0% | -9% | 11%
CN(C)C(CNC(=O)c1coc2ccccc2c1=O)c1ccccc1 (configuration not stated) | -3% | 2% | -16%
CCN(CC)S(=O)(=O)c1ccc(/C=C/C(=O)OCC(=O)NC(=O)C2COc3ccccc3O2)cc1 (configuration not stated) | -5% | 2% | 12%
CC(=O)c1ccc(N=Cc2c(O)n(-c3cc(Cl)ccc3N3CCOCC3)c(=O)c3ccccc23)cc1 | -15% | ? | ?
CCCCN(CCCC)c1nc(OC)nc(-n2nnc(C(C)=O)c2C)n1 | -7% | 23µM* | ?
Cc1cc([N+](=O)[O-])nn1CC(=O)N(C)C1CCCCC1 | 0% | -1% | 2%
O=C(COC(=O)/C=C/c1ccc2c(c1)OCO2)Nc1ccc(S(=O)(=O)N2CCCC2)cc1 | -18% | ? | -27%
O/N=C1\CCCc2ccc(Cl)cc21 | -1% | 3% | -28%

Arranged by molar mass (largest number first): some entries from above
SMILES | GCN5L2 inh | TDP1 cell CPT | TDP1 cell noCPT
CC(=O)c1ccc(N2CCN(C(=O)C3CCN(S(=O)(=O)c4c(C)noc4/C=C/c4ccccc4F)CC3)CC2)cc1 | 0% | ? | 10µM*
CN(CC(=O)Nc1ccc(Cl)c(C(F)(F)F)c1)C(=O)C1CCN(C(=O)c2ccc(Cl)cc2)CC1 | . | ? | ?
CCN(CC)S(=O)(=O)c1ccc(/C=C/C(=O)OCC(=O)NC(=O)C2COc3ccccc3O2)cc1 (configuration not stated) | -5% | 2% | 12%
CC(=O)c1ccc(N=Cc2c(O)n(-c3cc(Cl)ccc3N3CCOCC3)c(=O)c3ccccc23)cc1 | -15% | ? | ?
CC(=O)N1CCOc2ccc(S(=O)(=O)N3CCC(C(=O)NCc4ccc(Cl)cc4)CC3)cc21 | . | ? | ?
CC1(C)CC(C(=O)N2CCOc3ccc(CN4CCN(Cc5ccccn5)CC4)cc3C2)CCO1 (configuration not stated) | . | 10% | 2%
COc1ccc(CCNC(=O)c2cc([C@@H](NC(=O)OC(C)(C)C)C(C)C)sc2N)cc1OC | . | 16µM* | 18µM*
O=C(COC(=O)/C=C/c1ccc2c(c1)OCO2)Nc1ccc(S(=O)(=O)N2CCCC2)cc1 | -18% | ? | -27%
COc1ccc(C(=O)Nc2ccc(Cl)c(S(=O)(=O)Nc3ccccc3OC)c2)cc1 | -9% | ? | ?
COc1ccc(-c2cc(C(F)(F)F)nc(SCC(=O)N3CCC(C)CC3)n2)cc1 | -1% | ? | ?
Cc1ccccc1-c1nc(CS(=O)(=O)CC(=O)Nc2cc(F)ccc2F)c(C)o1 | -2% | ? | 21µM*
COCCn1c(SCC(=O)NCc2ccco2)nnc1-c1c[nH]c2ccccc12 | -9% | ? | -2%
Cc1cccc(N(Cc2ccccc2)C(=O)CN2C(=O)NC3(CCCC3)C2=O)c1 | 0% | -25% | ?
Cc1ccc(N(C)S(=O)(=O)c2ccc3[nH]cc(C(=O)O)c(=O)c3c2)cc1C | -3% | -1% | -15%
CCCCN(CCCC)c1nc(OC)nc(-n2nnc(C(C)=O)c2C)n1 | -7% | 23µM* | ?
CN(C)C(CNC(=O)c1coc2ccccc2c1=O)c1ccccc1 (configuration not stated) | -3% | 2% | -16%
O=C(CNc1ccccc1)N/N=C/c1ccc2c(c1)OCCO2 | -19% | -13% | -16%
C=CCOc1ccc(CNCc2cccnc2)cc1OCC | -18% | 17% | 2%
Cc1ccc(NCCC(=O)c2cccs2)cc1Cl | 3% | 7.3µM* | 9.2µM*
Cc1c(Cl)cccc1NC(=O)c1cc(C2CC2)on1 | -9% | ? | ?
Brc1ccc2ncc3ccccc3c2c1 | . | ? | ?
COc1ccc2c(c1)nc(SCC(C)O)n2C (configuration not stated) | -1% | -2% | -3%
O/N=C1\CCCc2ccc(Cl)cc21 | -1% | 3% | -28%

Continuation:
SMILES | GCN5L2 inh | TDP1 cell CPT | TDP1 cell noCPT
NC(=O)CSc1nnc2ccc(-c3ccc(Cl)cc3)nn12 | -3% | -27% | -25%
CCOc1ccccc1N1CCN(CC(O)COCc2cccs2)CC1 (configuration not stated) | 1% | 4% | -21%
COc1ccc2c(C)cc3nnnn3c2c1 | -3% | 1% | -26%
COc1cccc(OC)c1OCCNCC1CSc2ccccc2O1 (configuration not stated) | -4% | 21µM* | 10µM*
CCOc1ccccc1NC(=O)C1CCCN(S(=O)(=O)c2ccccc2)C1 (configuration not stated) | ? | ? | ?
CCc1cc2ccc(C)cc2nc1SCC(=O)Nc1c[nH]c(=O)[nH]c1=O | -16% | -14% | ?
O=C(c1ccccc1)N(Cc1ccccc1)Cc1ccccc1 | -7% | ? | ?
O=C(OCc1cn([C@@H]2CN(Cc3cccs3)[C@@H](c3ccccc3)C[C@H]2O)nn1)c1ccccc1 | . | 13% | -2%
COc1cccc(Nc2nc3ccccc3n2C(C)C)c1 | -1% | -27% | -22%
CC1CCC(NC(=O)C(NS(=O)(=O)c2ccc(Br)cc2)C(C)C)CC1 (configuration not stated) | . | -22% | ?
Cn1c(NCc2cccs2)nc2ccccc21 | 2% | -3% | -21%
Cc1ccc(S(=O)(=O)N(C)C)cc1NC(=O)c1cncc(Br)c1 | -1% | 13µM* | 12µM*
O=C1CSc2ccc(S(=O)(=O)CCC(=O)NC3CCCCC3)cc2N1 | 1% | 3% | ?
O=C(CSc1nnc(-c2ccccc2)o1)c1cccc([N+](=O)[O-])c1 | -3% | -12% | ?
CC(OC(=O)c1ccccc1NCCO)C(=O)NC1CCCCC1C (configuration not stated) | -26% | -20% | -24%
CN(C)c1nc(N(C)C)n(C(=O)c2ccc(F)cc2)n1 | -1% | -2% | -8%
COc1ccc(/C(O)=C2/C(=O)C(=O)N(Cc3cccnc3)C2c2ccncc2)cc1F (configuration not stated) | -10% | -14% | -19%
CC(C)CC1(C)CNC(=O)NC1 | . | 4% | -9%
Cc1ccc(S(=O)(=O)NC2CCCC(C(=O)O)C2)cc1 (configuration not stated) | -6% | -1% | -3%
CCN(CC)c1ccc(/C=N/Nc2cccc(C)c2)c(O)c1 | -11% | ? | ?
O=C(Cn1cnc2cc([N+](=O)[O-])ccc2c1=O)NCc1ccc(Cl)cc1 | -3% | -3% | ?
O=C1CN(C(=O)COC(=O)CCC(=O)c2ccc(F)cc2)c2ccccc2N1 | 1% | 1% | 19%
COc1ccc(-c2noc(CN(C(=O)c3ccoc3C)C(C)C)n2)cc1 | -4% | -26% | ?
O=C(O)CSc1nnc(NC(=O)CN2CCOCC2)s1 | 19% | -3% | 5%
O=C1c2ccccc2NC(c2cccc([N+](=O)[O-])c2)N1CCc1ccccc1 (configuration not stated) | -7% | -22% | ?

Of the compounds above, 2 have a furan ring, fused or not.
SMILES | GCN5L2 inh | TDP1 cell CPT | TDP1 cell noCPT
COCCn1c(SCC(=O)NCc2ccco2)nnc1-c1c[nH]c2ccccc12 | -9% | ? | -2%
COc1ccc(-c2noc(CN(C(=O)c3ccoc3C)C(C)C)n2)cc1 | -4% | -26% | ?

Additional entries follow.
SMILES | GCN5L2 inh | TDP1 cell CPT | TDP1 cell noCPT
Cc1c(NC(=O)/C(C#N)=C\c2cccs2)c(=O)n(-c2ccccc2)n1C | -2% | -16% | -20%
O=C(COC(=O)C1(c2ccc(Cl)cc2)CCCC1)N1CCc2ccccc21 | 1% | ? | ?
Cc1ccc(-c2ccc(/C=N/n3cnnc3)o2)cc1 | -18% | -7% | -26%
O=C(CSc1nc(NS(=O)(=O)c2ccccc2)cc(=O)[nH]1)Nc1ccc(F)cc1 | ? | -1% | -12%
CN(Cc1nc2ccccc2[nH]1)C(=O)C1CCC(=O)N(C2CCCC2)C1 (configuration not stated) | 3% | -5% | 2%
O=C(COc1cc2oc(=O)cc(-c3ccccc3)c2cc1Cl)NCc1ccccn1 | -5% | ? | ?
CC1CCCN(c2ccc(/C=C(\C#N)c3nn(-c4ccccc4)c(N)c3C#N)cc2[N+](=O)[O-])C1 (configuration not stated) | -20% | ? | 21µM*
CN(NC1OC(=O)c2ccccc21)c1ncc(Cl)cc1C(F)(F)F (configuration not stated) | -19% | 0% | -3%
COc1ccc(C(=O)C2CCN(C(=O)Nc3ccc(C)cc3)CC2)cc1 | 3% | 1% | ?
O=C(c1ccccc1)c1ccc2nc(-c3ccco3)c(-c3ccco3)nc2c1 | ? | 21µM* | 21µM*
CN(CC(=O)Nc1ccccc1Cl)S(=O)(=O)c1ccc(C(=O)N2CCOCC2)s1 | 26% | 15µM* | ?
CCOc1ccccc1NC(=O)CN1Cc2ccccc2C1=O | -3% | 5% | 2%
COc1ccc(NC(=O)Nc2ccc(OCc3ccccc3)cc2)cn1 | -11% | -6% | -24%
O=C(C1=C(O)C(=O)N(Cc2ccco2)C1c1cccnc1)c1cc2ccccc2o1 (configuration not stated) | -5% | ? | ?
COc1ccc(CC(O)CC2c3c(cc4c(c3OC)OCO4)CCN2C)cc1 (configuration not stated) | -8% | -14% | ?
COc1ccc(N(Cc2ccccc2)N=O)cc1 | 4% | 9% | -23%
Cc1ccc(S(=O)(=O)N2C[C@H]3[C@H]4C(=O)N(c5ccccc5)C(=O)[C@H]4C[C@H](OC(=O)Nc4c(C)noc4C)[C@@]3(O)C2)cc1 | . | -27% | ?
O=S(=O)(c1cnccc1N1CCN(CCO)CC1)N1CCCCC1 | 1% | 13% | 4%
O=C(O)c1ccc2oc(=O)c(S(=O)(=O)c3ccccc3)cc2c1 | 11% | -4% | 3%
CCN(CC)S(=O)(=O)c1ccc(OC)c(NC(=O)CCS(=O)(=O)Cc2ccccc2)c1 | 1% | -23% | -10%
Cc1onc(C(=O)NN)c1-c1csc(COc2ccccc2)n1 | -1% | 8% | -4%
Cc1cc(NC(=O)CSc2nnc(-c3ccccc3)c(-c3ccccc3)n2)no1 | -5% | 3.7µM* | 5.2µM*
CC(=O)N[C@@H](CCC(=O)O)C(=O)O | 6% | 11% | -4%
CCOC(=O)c1ccc(N2C(=O)c3n[nH]c(C)c3C2c2ccc(OCC)cc2)cc1 (configuration not stated) | -17% | ? | 10µM*
O=C(COC(=O)c1ccc(Cl)c(S(=O)(=O)N2CCCCC2)c1)NCC1CCCCC1 | -9% | -15% | 17%
CCOC(=O)N1CCN(C(=O)c2cc3c(=O)n4ccccc4nc3s2)CC1 | -3% | -6% | -23%
CN(CC(=O)Nc1ccc2c(c1)OCCO2)S(=O)(=O)c1ccc(Br)s1 | -10% | -30% | ?
CN(CC(=O)NCCc1ccccc1)S(=O)(=O)c1ccccc1 | 3% | 25% | 3%
Cc1cc(C)n2ncc(C(=O)O)c2n1 | -5% | 26% | -18%
Cc1ccc(C(=S)N2CCCCCC2)cc1 | -11% | 16µM* | 23µM*
